Screens (PubChem BioAssay)
S1P2 ag – S1P2 receptor agonists, primary screen, cell-based; activation, % at 4.5 µM; AID 729, 2007; hit rate 0.46% among 97,000; S1P2-expressing cell line, agonist reporter read-out; Sphingosine 1-phosphate receptor 2 (Homo sapiens), O95136; in the data active means activation above about 16%;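 further: 0% = vehicle low control and 100% = maximal reference agonist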
Target sequence (O95136 whole entry, looked up): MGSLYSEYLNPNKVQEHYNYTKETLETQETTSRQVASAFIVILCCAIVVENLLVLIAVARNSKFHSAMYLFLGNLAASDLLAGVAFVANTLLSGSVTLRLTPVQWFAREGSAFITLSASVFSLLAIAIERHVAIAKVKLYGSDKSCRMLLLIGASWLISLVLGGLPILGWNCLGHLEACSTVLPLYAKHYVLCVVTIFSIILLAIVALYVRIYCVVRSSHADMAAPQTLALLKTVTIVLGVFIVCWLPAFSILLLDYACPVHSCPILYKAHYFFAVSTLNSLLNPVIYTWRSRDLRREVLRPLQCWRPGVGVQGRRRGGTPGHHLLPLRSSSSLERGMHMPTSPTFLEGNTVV
S1P2 blocker – human S1P2 receptor antagonists, primary screen, cell-based | Sphingosine 1-phosphate receptor 2 (Homo sapiens), O95136 | cell-based S1P2 antagonist assay, inhibition at 5 uM | inhibition, % at 5 µM | hit rate 0.21% among 97,000 | AID 736, 2007; in the data active means inhibition above about 45%;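 further: CRE beta-lactamase reporter cells expressing human S1P2 stimulated with S1P; 0% = agonist at EC80 alone and 100% = agonist plus reference antagonist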
PostGolgi ctrl – growth inhibition of yeast control strain, primary screen, counter-screen for post-Golgi transport modulator project; efflux-deficient yeast background strain, growth absorbance A615, 16 h; inhibition, % at 10 µM; hit rate 5% among 98,000; AID 738, 2007; in the data active means inhibition above about 30%
H69AR inhibit – proliferation blockers of H69AR lung cancer cells, primary screen, cell-based, human, 86K library; hit rate 6% among 85,000; H69AR lung tumor viability, ATP luminescence, 72 h; active compounds read low; viability, % at 10 µM;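 active means viability at or below 40%; inactive means viability above 40%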;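 further: multidrug resistant small cell line overexpressing MRP-1 efflux transporter; 100% = mean luminescence of untreated control wells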
PTPN22 act – LYP phosphatase activators, primary screen, biochemical, DiFMUP fluorescence, 2 µM; hit rate 0.11% among 96,000; activation, % at 2 µM; AID 697, 2007; recombinant LYP; 0 = plate median, 100 = signal doubled;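 active means activation at 2 µM above a set limit, the mean plus 5 SD, cut at about 37% in these data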
HUVEC inhibit – inhibitors of HUVEC proliferation, primary screen, cell-based, 384-well. AID 648, 2007. viability, % at 10 µM (by protocol). CellTiter-Glo luminescence, 72 h; active compounds read low. hit rate 1.1% among 86,000;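 active means viability at or below 30%; inactive means viability above 30%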;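 further: 100% = median luminescence of DMSO-only cell control wells on each plate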
Lung fibro prol – antiproliferative effect on LL 47 fibroblasts – human, LL 47 cells, CellTiter-Glo luminescence, primary screen | LL 47 human lung fibroblast viability, ATP luminescence; active compounds read low | AID 719, 2007 | viability, % at 10 µM | hit rate 1.1% among 85,000;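 active means viability at or below 50% in the single dose screen; inactive means viability above 50%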;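 further: compound exposure lasted 72 h before the ATP readout; 100% = median luminescence of untreated cell-only wells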
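test system = LL 47 human lung fibroblasts | amount = 1,150 fibroblasts seeded per well | medium = 15% FBS in IMEM | times = overnight cell rest, 72 h compound treatment at 37 °C | measured by = CellTiter-Glo luminescence measuring cellular ATP | read-out = viability percentage against median untreated-cell control | benchmarks = cell-only wells, no compound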
sEH activator – soluble epoxide hydrolase activators, primary screen, biochemical, human sEH | Bifunctional epoxide hydrolase 2 (Homo sapiens), P34913 | purified human sEH enzymatic activity, activator screen | activation, % at 2 µM | hit rate 0.04% among 91,000 | AID 717, 2007; in the data active means activation above about 37%; further: values of inactives mirror those of a sister screen read the other way
Target sequence (P34913 whole entry, looked up): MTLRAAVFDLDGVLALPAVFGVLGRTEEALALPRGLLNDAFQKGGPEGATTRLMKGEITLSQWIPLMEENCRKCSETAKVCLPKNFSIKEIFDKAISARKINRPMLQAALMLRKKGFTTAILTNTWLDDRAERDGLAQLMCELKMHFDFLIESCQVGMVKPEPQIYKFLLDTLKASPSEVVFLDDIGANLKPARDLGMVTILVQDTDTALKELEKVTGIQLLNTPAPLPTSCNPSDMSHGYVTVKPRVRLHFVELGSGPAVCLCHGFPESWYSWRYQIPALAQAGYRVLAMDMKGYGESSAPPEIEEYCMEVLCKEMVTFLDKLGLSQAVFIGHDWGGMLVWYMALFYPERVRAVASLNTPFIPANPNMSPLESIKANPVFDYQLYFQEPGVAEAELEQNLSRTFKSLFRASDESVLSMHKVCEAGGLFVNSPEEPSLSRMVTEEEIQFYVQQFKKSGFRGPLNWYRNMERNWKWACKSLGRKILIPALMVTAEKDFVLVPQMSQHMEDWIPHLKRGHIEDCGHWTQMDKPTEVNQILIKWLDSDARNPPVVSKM
sEH inhibitor – soluble epoxide hydrolase inhibitors, primary screen, biochemical, human sEH; recombinant human sEH enzymatic activity assay; inhibition, % at 2 µM; hit rate 0.34% among 91,000; in the data active means inhibition above about 80%; further: values of inactives mirror those of a sister screen read the other way; many of its hits are not listed in these tables
* marks the source's active call; other numbers are inactive results; x = not tested or not shown. This is a subset; count on the stated rates, not on these rows.

SMILES | S1P2 ag | S1P2 blocker | PostGolgi ctrl | H69AR inhibit | PTPN22 act | HUVEC inhibit | Lung fibro prol | sEH activator | sEH inhibitor
C=CCSC1=NC(N)=C(C#N)C2(CCCCC2)C1C(N)=O (configuration not stated) | x | x | 21 | 84 | x | 99 | 100 | x | x
CCn1c(SCC(=O)c2ccc(O)c(O)c2)nnc1-c1ccccc1 | -3 | 12 | -8 | x | -12 | x | x | 4 | -4
CCN(CC)C(=O)c1sc(NC(=O)c2ccco2)c(C#N)c1C | -8 | 10 | 20 | 96 | -4 | 95 | 92 | 19 | -21
COc1ccc(OC)c2sc(NC(=O)CCS(=O)(=O)c3ccccc3)nc12 | -8 | -28 | x | 2.4* | -1 | 66 | 36* | 21 | -22
CS(=O)(=O)c1ccc2nc(NC(=O)c3cccs3)sc2c1 | -1 | -8 | 8 | 25* | 14 | 75 | 97 | 4 | -1
CC(C)CCNC(=O)c1ccc2nc[nH]c2c1 | -3 | -51 | 6 | 101 | -8 | 97 | 112 | -3 | 3
CCN(CC)S(=O)(=O)c1ccc2c(c1)nc(SCC(=O)N1CCOCC1)n2-c1ccccc1OC | 1 | 13 | -7 | x | -4 | x | x | 3 | 0
CCOc1ccc(-c2nc(N)ncc2-c2ccccc2)c(O)c1 | -2 | -12 | 50* | 28* | -1 | 114 | 93 | 7 | -8
N=c1c(C(=O)NCC2CCCO2)cc2c(=O)n3ccccc3nc2n1Cc1cccnc1 (configuration not stated) | x | x | -8 | 92 | x | 96 | 91 | x | x
CCOc1ccc(C(=O)Nc2ccccc2N2CCOCC2)cc1 | -6 | 25 | 33* | 88 | 11 | 109 | 95 | 0 | 1
CCCCCCn1c(SCCC)nc2c1c(=O)[nH]c(=O)n2C | -4 | -20 | 27 | 85 | 0 | 58 | 91 | -3 | 4
O=C(CSc1nc(-c2ccco2)cc(C(F)(F)F)n1)N1CCN(c2cccc(Cl)c2)CC1 | -4 | 1 | x | 89 | -13 | 79 | 100 | 12 | -6
COc1cccc(NC(=O)c2ccccc2-c2nc(-c3ccccc3)no2)c1 | -4 | 10 | 42* | 84 | -1 | 96 | 98 | -14 | 12
COc1ccc(Oc2nnnn2-c2ccccc2)cc1 | -6 | 13 | x | 105 | -7 | 114 | 95 | 1 | 2
Cc1ccc(Cn2nc(C)c(NC(=O)c3cc(-c4ccc5c(c4)OCO5)on3)c2C)cc1 | -1 | 20 | 13 | 7.4* | -4 | 34 | 93 | 14 | -13
C=CCOc1c(Cl)cc(C2NC(=O)NC(C)=C2C(=O)OC)cc1Cl (configuration not stated) | -3 | -12 | 51* | 32* | 0 | 77 | 81 | -18 | 21
CC(C)(C)NC(=O)CSc1nncn1NCc1c(Cl)cccc1Cl | -8 | 0 | x | 93 | 7 | 107 | 96 | 2 | 0
COc1ccccc1CN1C(=O)CCC1(C)C(=O)NCc1cccnc1 (configuration not stated) | -1 | 10 | 4 | 99 | -1 | 98 | 100 | -6 | 4
O=S(Cc1cc(Sc2ccccc2)nc(-c2ccccc2)n1)c1ccccc1 (configuration not stated) | 0 | -12 | 23 | 63 | 6 | 84 | 97 | -10 | 10
CCn1c(SCc2nc(-c3ccc(OC)c(OC)c3)no2)nnc1-c1cccs1 | 0 | 4 | 4 | 97 | 3 | 107 | 99 | x | x
Cc1nnsc1C(=O)Nc1cccc(Cl)c1Cl | -7 | 3 | x | 90 | 3 | 89 | 87 | 0 | 1
COc1ccccc1NC(=O)c1csc(-n2nc(C)cc2C(F)(F)F)n1 | -7 | 12 | 3 | x | 1 | x | x | 5 | -7
Cc1nc2ccc3[nH]snc3c2n1 | -4 | 7 | 8 | 76 | -10 | 90 | 95 | 1 | 0
O=C(OCC1CCCN2CCCCC12)c1ccc2c(c1)OCO2 (configuration not stated) | -6 | 6 | -3 | 93 | 4 | 100 | 99 | x | x
O=C(CCn1nc(-c2ccccc2)ccc1=O)NCCCN1CCCCCC1 | -3 | 9 | 4 | 58 | -6 | 103 | 96 | 12 | -12

Three compounds already listed, sorted by count of non-hydrogen atoms, ascending:
SMILES | S1P2 ag | S1P2 blocker | PostGolgi ctrl | H69AR inhibit | PTPN22 act | HUVEC inhibit | Lung fibro prol | sEH activator | sEH inhibitor
Cc1nc2ccc3[nH]snc3c2n1 | -4 | 7 | 8 | 76 | -10 | 90 | 95 | 1 | 0
CCn1c(SCC(=O)c2ccc(O)c(O)c2)nnc1-c1ccccc1 | -3 | 12 | -8 | x | -12 | x | x | 4 | -4
CCN(CC)S(=O)(=O)c1ccc2c(c1)nc(SCC(=O)N1CCOCC1)n2-c1ccccc1OC | 1 | 13 | -7 | x | -4 | x | x | 3 | 0

Some values from the results shown.
In H69AR inhibit, `CCCCCCn1c(SCCC)nc2c1c(=O)[nH]c(=O)n2C` is listed with 85
In H69AR inhibit, `O=C(CCn1nc(-c2ccccc2)ccc1=O)NCCCN1CCCCCC1` is listed with 58
In S1P2 blocker, `Cc1nnsc1C(=O)Nc1cccc(Cl)c1Cl` is listed with 3
In PTPN22 act, `O=C(CSc1nc(-c2ccco2)cc(C(F)(F)F)n1)N1CCN(c2cccc(Cl)c2)CC1` is listed with -13
In PTPN22 act, `COc1ccc(Oc2nnnn2-c2ccccc2)cc1` is listed with -7

The list goes on:
SMILES | S1P2 ag | S1P2 blocker | PostGolgi ctrl | H69AR inhibit | PTPN22 act | HUVEC inhibit | Lung fibro prol | sEH activator | sEH inhibitor
Cc1cccc2c1N(C(=O)c1ccco1)C(C)(C)c1ssc(=S)c1-2 | -1 | -9 | 3 | x | -4 | x | x | 4 | -1
CC(C)(C)N1CC2([N+](=O)[O-])CN(C(C)(C)C)CC([N+](=O)[O-])(C1)C2 | -6 | 10 | -2 | 97 | 4 | 118 | 103 | 2 | 1
O=C(COc1ccc(-n2cnnn2)cc1)NCCc1ccc(F)cc1 | -5 | 12 | 4 | 95 | -9 | 96 | 106 | x | x
Cc1ccc(-n2c(-c3ccccc3)cc(=O)nc2C)cc1 | -5 | 26 | -3 | 92 | 0 | 99 | 105 | -4 | 6
CC(=O)Cc1nsc(NC(=O)c2cc(-c3ccc(Cl)c(Cl)c3)oc2C)n1 | 0 | 1 | -6 | x | -12 | x | x | -3 | 6
COc1ccc(-n2c(=O)[nH]cc(C(=O)Nc3ccc(NC(C)=O)cc3)c2=O)cc1 | -4 | 20 | x | 91 | 4 | 90 | 95 | 9 | -10
CN(C)/C=N/c1c(C#N)nnn1Cc1ccccc1 | -7 | 7 | 3 | 75 | -1 | 95 | 108 | -12 | 12
COc1ccc2[nH]c(=O)c(CN(C)C(=O)c3ccncc3)cc2c1 | -4 | 10 | 8 | 94 | -8 | 89 | 97 | x | x
CCCC(c1nnnn1Cc1ccc(OC)cc1)N1CCN(c2ccccc2OC)CC1 (configuration not stated) | -1 | 1 | 13 | 83 | -9 | 91 | 100 | 7 | -6
O=C(O)CCNC(=O)c1ccc(Br)o1 | x | x | 7 | 111 | x | 101 | 103 | x | x
CC(=O)c1ccc(OC(=O)C2c3ccccc3Oc3ccccc32)cc1 | -6 | 30 | 9 | x | 1 | x | x | 13 | -10
Cc1ccccc1N(CC(=O)NC1CCCC1)C(=O)CS(=O)CC(=O)Nc1ccc2c(c1)OCO2 (configuration not stated) | -2 | 7 | 21 | 95 | 0 | 103 | 99 | -2 | 2
CCCn1c(SCC(=O)N2CCN(c3ccc(OC)cc3)CC2)nc2c1c(=O)n(C)c(=O)n2C | 3 | -9 | 3 | 82 | 0 | 93 | 103 | 11 | -12
O=C(CN1C(=O)CCS(=O)(=O)c2ccccc21)Nc1cccc(F)c1 | 0 | -32 | -4 | 99 | -8 | 92 | 99 | -4 | 2
Cc1c(NC(=O)c2ccc(=O)oc2)c(=O)n(-c2ccccc2)n1C | -4 | -4 | 1 | x | 16 | x | x | 8 | -7
CC(=O)c1ccc(NCC(=O)N2CCN(c3ccccc3)CC2)cc1 | -3 | 18 | -12 | 85 | -13 | 94 | 95 | -3 | 1
COCCNC(=O)Cc1cn(C)c2ccccc12 | -5 | -1 | 19 | 104 | 21 | 102 | 92 | -5 | 6
N#Cc1cc2c(nc1SCc1ccccc1)CCCCC2 | -4 | -22 | 31* | 85 | 1 | 121 | 102 | 25 | -21
C=CCN(Cc1cc(OC)ccc1OC)S(=O)(=O)N(C)C | 2 | 15 | 29 | 99 | -1 | 91 | 103 | 14 | -15
COC(=O)c1cc(S(=O)(=O)n2nc(C)c(Br)c2C)c(Cl)cc1Cl | -3 | 6 | -1 | 56 | -9 | 96 | 96 | 7 | -5
COc1cc2[nH]c(=O)n(CCCCCC(=O)NCCCN3CCC(C)CC3)c(=O)c2cc1OC | -2 | 7 | -4 | 90 | -5 | 101 | 105 | 5 | -6
CCN(CC)C(=O)c1cnn(-c2ccccc2)c1NC(=O)c1cccs1 | -5 | -13 | x | 102 | -2 | 105 | 101 | 15 | -10
CC1(CC(=O)N/N=C/c2cc(Br)c(O)cc2O)OCCO1 | -7 | 8 | 7 | x | 3 | x | x | 2 | 2

Sorted by value in PTPN22 act (descending): five of the compounds above
| Molecule | S1P2 ag | S1P2 blocker | PTPN22 act | sEH activator | sEH inhibitor |
| --- | --- | --- | --- | --- | --- |
| Cc1c(NC(=O)c2ccc(=O)oc2)c(=O)n(-c2ccccc2)n1C | -4 | -4 | 16 | 8 | -7 |
| CC(C)(C)N1CC2([N+](=O)[O-])CN(C(C)(C)C)CC([N+](=O)[O-])(C1)C2 | -6 | 10 | 4 | 2 | 1 |
| N#Cc1cc2c(nc1SCc1ccccc1)CCCCC2 | -4 | -22 | 1 | 25 | -21 |
| COc1ccc2[nH]c(=O)c(CN(C)C(=O)c3ccncc3)cc2c1 | -4 | 10 | -8 | x | x |
| CC(=O)c1ccc(NCC(=O)N2CCN(c3ccccc3)CC2)cc1 | -3 | 18 | -13 | -3 | 1 |
